# Screens deposited in PubChem BioAssay by Columbia University Molecular Screening Center.
# E-sel TNF inh – E-selectin induction blockers in HUVEC – imaging, immunofluorescence, high content, primary screen | HUVEC TNFa-induced E-selectin immunofluorescence | 0.71% of 120,000 active | inhibition, % at 2 µM;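 active = inhibition above the batch mean plus 3 SD, and confirmed as a hit on visual image review, cut at about 43% in these data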;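 note: 0% = TNF-stimulated DMSO wells and 100% = unstimulated control wells; not every result past the cut was called active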
# Numbers without * were called inactive. The list is partial, so the mix of outcomes need not match the whole.
SMILES,E-sel TNF inh
O=C(NC(=S)Nc1ccccc1N1CCCCC1)c1ccccc1,-34.7
CC1CN(C(=O)C(C)N2CCN(c3ccccc3Cl)CC2)CC(C)O1 (configuration not stated),-1.2
O=C(CCSc1ccccc1)N1CCN(c2ccccc2F)CC1,-7.8
CCNC(=S)Nc1cc(C(=O)N2CCCC2)ccc1N1CCCC1,-37.4
CC(=O)c1cccc(S(=O)(=O)N(C)C2CCN(C)CC2)c1,24.0
Cc1ccc(-c2nc(C#N)c(NCCCn3ccnc3)o2)cc1,-5.9
N#C/C(=C/c1ccc(-c2ccccc2[N+](=O)[O-])o1)C(N)=O,19.8
O=C(COC(=O)/C=C/c1cccs1)Nc1cccc(S(=O)(=O)N2CCCC2)c1,25.5
O=c1[nH]c2cc([N+](=O)[O-])c([N+](=O)[O-])cc2[nH]c1=O,-13.0
COc1cc([N+](=O)[O-])ccc1NC(=O)CN1CCN(C(=O)c2ccco2)CC1,-10.5

# Brought forward from above: three entries; new compounds follow.
SMILES,E-sel TNF inh
O=C(COC(=O)/C=C/c1cccs1)Nc1cccc(S(=O)(=O)N2CCCC2)c1,25.5
O=c1[nH]c2cc([N+](=O)[O-])c([N+](=O)[O-])cc2[nH]c1=O,-13.0
COc1cc([N+](=O)[O-])ccc1NC(=O)CN1CCN(C(=O)c2ccco2)CC1,-10.5
CC1CCCN(c2c([N+](=O)[O-])cc(C(=O)O)cc2[N+](=O)[O-])C1 (configuration not stated),2.6
Cc1nonc1C1CCCN1C(=O)c1cc(COc2ccc(F)cc2Cl)on1 (configuration not stated),-3.6
CN(C)S(=O)(=O)Oc1ccsc1C(=O)Nc1ccc(Br)cc1,-23.8
C=C(C)CN(CC)C(=O)CC1C(=O)NCCN1C (configuration not stated),-18.8
Cc1ccc2cc(CN(CCN(C)C)C(=O)Nc3ccc(Cl)cc3)c(=O)[nH]c2c1,1.9
CC(=O)c1ccc(OCC(=O)Nc2ccc3c(c2)CCC3)cc1,-18.9
Cc1cc(S(=O)(=O)N2CCCOC2CNC(=O)C(=O)NCc2ccco2)ccc1F (configuration not stated),1.5
CC1(C)CC(=O)C2=C(C1)OC(N)=C(C#N)C2c1ccoc1 (configuration not stated),-17.8
CCOC(=O)N1CCC(N2CCN(S(=O)(=O)c3ccc(OC)cc3)CC2)CC1,-7.0
COc1ccc(/C=N/Nc2nccnc2Cl)c(OC)c1,1.7
COc1ccc(OC)c2sc(NNC(=O)C3COc4ccccc4O3)nc12 (configuration not stated),-15.6
O=C(NCc1cccnc1)Nc1ccccc1,15.9
Cc1cc2cc3c(cc2nc1SCC(=O)O)CCC3,-1.3
O=C(C[N+]1(CC#Cc2ccccc2)CCOCC1)c1ccccc1,28.1
CCN1/C(=C\c2ccc3cc(C)ccc3[n+]2CC)Sc2cc(C)c(C)cc21,1.7
Cc1cc2cc(CNC(=O)Nc3ccccc3)ccc2[nH]1,-21.0
NS(=O)(=O)c1cccc(NC(=O)Cc2ccc(Cl)c(Cl)c2)c1,-29.8
Cc1ccc(N2Cc3ccccc3C2=S)cc1,14.2
Cc1ccc2[nH]c3c(=O)n4c(nc3c2c1)SCC4,0.5
COC(=O)c1c(C)[nH]c(C)c1-c1cccc([N+](=O)[O-])c1,-12.6
COc1ccc(NC(=O)C(NCC(C)C)c2ccccc2)cc1Cl (configuration not stated),25.1
NC1=NC(=O)/C(=C\c2ccc(O)c([N+](=O)[O-])c2)S1,-2.4
O=S(=O)(Nc1ccncc1Cl)c1ccc2ccccc2c1,17.7
Cc1ccc(S(=O)(=O)NCc2ccncc2)c(C)c1C,3.2
C=CCSc1nc2ccccc2c(=O)n1Cc1ccccc1,-8.9
CN1CCN(CCC(=O)N/N=C/c2cc([N+](=O)[O-])ccc2OC(F)F)CC1,25.0
Cc1nnc(SCc2cc(=O)[nH]c(Nc3nc(C)c4cc(C)c(C)cc4n3)n2)s1,-31.9
Cc1ccc(SCCC(=O)Nc2ccccc2Br)cc1,2.2
O=C(COC(=O)C1=COCCO1)Nc1ccccc1OC(F)F,-31.2
CCCNC(=O)NCCC12CC3CC(CC(C3)C1)C2,-14.7

# The final 2 compounds of the section above open the next one:
SMILES,E-sel TNF inh
O=C(COC(=O)C1=COCCO1)Nc1ccccc1OC(F)F,-31.2
CCCNC(=O)NCCC12CC3CC(CC(C3)C1)C2,-14.7
Nc1nc(Cl)cc(Oc2ccc(Cl)cc2)n1,-28.6
COc1ccc(-c2ccc(C(=O)O)o2)c([N+](=O)[O-])c1,31.6
Cc1cc(N2CCOCC2)nc2ccc(NC(=S)NCc3ccc4c(c3)OCO4)cc12,-2.0
CCCOc1ccc(N2C(=O)CC(N(CCc3ccccc3)C(=O)c3ccccc3)C2=O)cc1 (configuration not stated),-26.0
COc1ccc(C(C(=O)NC(C)(C)C)N(C(=O)CNC(=O)c2cccs2)c2ccc(NC(C)=O)cc2)cc1OC (configuration not stated),-16.9
COc1cc(/C=N/N=C(\N)c2nonc2N)cc(OC)c1OC,8.3
O=S(=O)(c1ccc(F)c(F)c1F)N1CCN(C(=S)NC2CC3CCC2C3)CC1 (configuration not stated),-19.2
CCCNC(=O)COc1ncnc2sccc12,-5.2
O=C(CSc1nc(-c2ccccc2)nc2ccc(F)cc12)Nc1ccc(C(=O)O)cc1,-7.2
COC(=O)C1SCC2C(=O)N(Cc3cccc(C)c3)CC(=O)N21 (configuration not stated),-20.5
CCCCN(CC)CCCNC(=O)CN1C(=O)CSc2ccc(S(=O)(=O)N3CCOCC3)cc21,-25.6
O=C(Nc1ccccc1)Nc1cccc(-c2cn3cccnc3n2)c1,-16.5
CCN(C(=O)C(C)Cl)c1ccccc1 (configuration not stated),-20.0
CC(C)(C)c1ccc(COc2ccsc2C(=O)O)cc1,20.6
COc1cc(C(=O)N/N=C(\C)c2ccc3c(c2)OCO3)cc(OC)c1OC,-2.9
COc1cc(/C=N/NC(=O)CCC(=O)Nc2ccc(C)cc2)ccc1O,-36.8
Cc1ccc(C(=O)N/C(=C/c2cccs2)C(=O)N2CCCCC2)cc1,6.9
CCC(=O)Nc1nnc(SCc2ccccc2F)s1,8.0
Oc1c(C=NCc2ccccc2)sc2ccccc12,-20.1
COc1cc(OC)cc(C(=O)N[C@H](C(=O)OCC(=O)c2ccc(F)cc2)C(C)C)c1,-18.3
CCOC(=O)c1c(C)oc2ccc(NS(=O)(=O)c3ccc(C(=O)O)cc3)cc12,12.8
CCOC(=O)c1c(-c2ccc(OC)c(OC)c2)csc1NC(=O)C1CCCO1 (configuration not stated),9.2
CN(C)/C=N/c1ncc(C(=O)c2ccc(-c3ccccc3)cc2)s1,11.7
Cc1c(C=O)c2ccccc2n1CC(=O)NCc1ccc2c(c1)OCO2,5.3
CC1Sc2ccc(Cl)cc2-c2nc(N)ncc21 (configuration not stated),-31.0
CSC1=NCCN1S(=O)(=O)c1ccc(F)cc1,6.0
COC(=O)c1nnn(-c2ccc(Cl)c(Cl)c2)c1C(=O)OC,73.3*
O=C1CCCC(O)=C1Sc1ccccc1C(=O)O,24.1
CCCCNC(=O)CSc1nc2ccsc2c(=O)n1CCCC(=O)NCCc1ccc(S(N)(=O)=O)cc1,-6.6
CCCC(=O)Nc1ccc(Cl)c(NC(=S)NC(=O)C(C)C)c1,-32.4
CC(C)C(OC(=O)c1cccs1)C(=O)NCc1ccccc1 (configuration not stated),8.4
NS(=O)(=O)c1ccc(CCNC(=O)COC(=O)/C=C/c2ccc(Cl)cc2)cc1,0.6
CCOc1ccc(NC(=S)NCc2ccc3[nH]c(C)cc3c2)cc1,-20.4
O=C(NC(=O)N1CCCc2ccccc21)c1ccccc1,-38.9
O=C(Cn1ncc(Cl)c(Cl)c1=O)N1CCOCC1,-5.7
Cc1cc(NC(=O)CSc2nnc(-c3ccccc3)o2)no1,-50.9
CC(C)(C)n1ncc2c(=O)n(CC(=O)N3CCCC3)cnc21,-13.8
O=C(CSc1ncccn1)N1CCCc2ccccc21,-8.5
CCC(=O)n1nc(-c2ccc(OC)cc2)nc1NCc1cccs1,-62.7
CCOC(=O)c1ccc(NC(=O)NCCc2ccccc2OC)cc1,4.6

# Reformatted as labelled records: entries from further up.
smiles: CCCC(=O)Nc1ccc(Cl)c(NC(=S)NC(=O)C(C)C)c1
  E-sel TNF inh = -32.4

smiles: O=C(CCSc1ccccc1)N1CCN(c2ccccc2F)CC1
  E-sel TNF inh = -7.8

smiles: O=C(COC(=O)/C=C/c1cccs1)Nc1cccc(S(=O)(=O)N2CCCC2)c1
  E-sel TNF inh = 25.5

smiles: Cc1c(C=O)c2ccccc2n1CC(=O)NCc1ccc2c(c1)OCO2
  E-sel TNF inh = 5.3

# (further entries)
SMILES,E-sel TNF inh
CC(C)[C@H](NC(N)=O)C(=O)Nc1ccc(F)c(Cl)c1,-11.8
O=C1C(Nc2ccc(O)cc2)=C/C(=N/S(=O)(=O)c2cccs2)c2ccccc21,41.3
c1ccc(COc2ccc(CNCc3cccnc3)cc2)cc1,36.1
Cc1ccc(C2=Nc3cccnc3C(c3ccccc3)=NN2)cc1,10.4
CCN(C(=O)CSc1nnc(C)n1Cc1ccccc1)C1CCS(=O)(=O)C1 (configuration not stated),-15.7
O=C(CSc1nnc(-c2ccc(F)cc2)c2ccccc12)NCC1CCCO1 (configuration not stated),-17.8
CCc1nnc(NC(=O)C2=NN(C3CCS(=O)(=O)C3)C(=O)CC2)s1 (configuration not stated),8.5
O=C(Nc1ccc(OC(F)(F)F)cc1)c1ccc2nccnc2c1,-71.9
CC(=O)Nc1ccc2oc(-c3ccccc3)nc2c1,5.3
CC(=O)C1=C(O)C(=O)N(Cc2ccco2)C1c1ccccc1F (configuration not stated),-5.0
CCOC(=O)c1sc(=NC(=O)c2ccco2)n(C)c1C,11.3
COc1cccc(N2CCN(C(=O)CCNS(=O)(=O)c3ccc4c(c3)c(=O)n(C)c(=O)n4C)CC2)c1,-7.6
Cc1cc(NC(=O)c2ccc3c(c2)C(=O)N(Cc2ccccc2)C3=O)no1,-11.6
Cc1ccc(NC(=O)Cn2c([N+](=O)[O-])cnc2C)cc1,-34.5
Cc1cc(NC(=O)c2ccc(S(=O)(=O)N(C)CC3CCCO3)cc2)no1 (configuration not stated),-5.0
COc1ccc(/C=N\NC(=O)CC(=O)Nc2cccc(Cl)c2)cc1OC,-1.6
CCOC(=O)/C=C/C(=O)OCC(=O)Nc1ccc(Cl)cc1Cl,-2.1
COc1cccc2cc(C(C)=O)oc12,-4.3
COc1cccc(C2C(C(C)=O)=C(O)C(=O)N2CCNCCO)c1 (configuration not stated),-50.2
O=C(NNC(=O)C1CCCN(S(=O)(=O)c2cccc(F)c2)C1)C1CC1 (configuration not stated),-27.5
CCC1CCCCN1CC(=O)Nc1cc(OC)c(OC)cc1C#N (configuration not stated),-2.1
CCN1C(=O)C(CC(=O)Nc2ccc(OC)cc2)N(CCCN2CCN(c3ccc(F)cc3)CC2)C1=S (configuration not stated),5.5
Cc1c(Br)c([N+](=O)[O-])nn1CC(=O)Nc1ccc(C(C)C)cc1,-6.5
Cc1cc(NS(=O)(=O)c2ccc(NC(=O)c3cc4cc(Br)ccc4oc3=O)cc2)no1,-8.2
CCC(=O)c1ccccc1OCCN1CCN(CC)CC1,-8.8
CCC(O)C1CCN(Cc2cn(Cc3ccccc3)nc2-c2cc3ccccc3o2)CC1 (configuration not stated),-16.5
Cn1nnnc1SCC(=O)Nc1cccc([N+](=O)[O-])c1,76.3*
CCC(C)(C)NC(=O)C(c1cccnc1)N(C(=O)c1csnn1)c1ccccc1 (configuration not stated),18.9
CCCC(=O)OCC(=O)Nc1ccccc1C#N,-2.3
Cc1nnc(SC/C=C/c2ccccc2)n(N)c1=O,-15.3
O=C(CCOc1ccccc1)Nc1cccc([N+](=O)[O-])c1,-23.6
CN(C)/C=N/c1nc2nccc(-c3ccccn3)n2n1,16.3
Cc1ccc(S(=O)(=O)N/N=C/c2ccccc2O)cc1[N+](=O)[O-],-44.6
C=CCn1c(C2CCCCC2)n[nH]c1=S,-10.6
CCOC(=O)C1(CC2CC2)CCN(Cc2ccc(OC)cc2F)CC1,11.4
Cc1c(C(=O)Nc2ccccc2)sc2nc3n(c(=O)c12)CCCCC3,-15.0
CC(C)(C)c1nnc(NC(=O)CS(=O)(=O)Cc2ccccc2)s1,-16.3
CCN(CC)CCNC(=O)c1ccc(NC(=O)COc2ccccc2F)cc1,6.6
CSc1nnc(-c2cccn(Cc3cccc(Cl)c3)c2=O)o1,-7.8
O=C(NCCCn1ccnc1)/C(=C\c1cccnc1)NC(=O)c1ccccc1F,21.3
O=C(CN1CCCCCC1)N1c2ccccc2Sc2ccccc21,-10.2
COC(=O)Cn1cc(/C=C/[N+](=O)[O-])c2ccccc21,-39.6
Cc1[nH]n(C(N)=S)c(=O)c1N=Nc1ccc2ccccc2c1,-44.3
CNCC(O)Cn1c2c(c3ccccc31)CCCC2 (configuration not stated),-0.5
Cc1ccc2cc(C#N)c(NCc3ccccc3)nc2c1,12.3
C=CCOc1ccc(CNc2ccc3[nH]c(=O)[nH]c3c2)cc1,-27.5
Cc1nn(Cc2ccccc2)c(Cl)c1/C=C/C(=O)OC(C(=O)NC(N)=O)C(C)C (configuration not stated),-38.1
O=Cc1cn(CCC(=O)O)nc1-c1cccc2ccccc12,-21.1
Cc1ccn2c(C(=O)NN=C3CCCCCCC3)c(C)nc2c1,13.2
O=C(NCCc1c[nH]c2ccccc12)C(=O)NCC1OCCCN1S(=O)(=O)c1cc(F)ccc1F (configuration not stated),-5.7
# The listing continues.
SMILES,E-sel TNF inh
O=C(c1ccc(Cn2c(=S)[nH]c3cc4c(cc3c2=O)OCO4)cc1)N1CCN(c2ccccc2)CC1,-19.8
CC(C)N(C(=S)NC1CCCCC1)c1ccccc1,0.0
CCn1cc(C(=O)N2CCN(c3ccc([N+](=O)[O-])cc3)CC2)c(=O)c2ccc(C)nc21,-8.2
COCCCNC(=O)Cn1cnc2sc(C)c(S(=O)(=O)N3CCN(c4ncccn4)CC3)c2c1=O,0.2
O=C1N/C(=C/c2ccsc2)C(=O)N1c1ccccc1,-3.6
CSc1ccc(C2c3[nH]c4ccccc4c3CCN2C(=O)c2ccnn2C)cc1 (configuration not stated),-12.7
O=C(CC1C(=O)OCC2CCCCN21)Nc1ccccc1C(F)(F)F (configuration not stated),8.4
COCCCn1c(SCCc2ccccc2)nc2cc(OC)c(OC)cc2c1=N,-29.3
